# TRHR PAM: TRH receptor (human) allosteric enhancement. TRHR cells, fluo-8 calcium fluorescence, EC20 TRH enhancement. actives 0.66% (n = 360,000). enhancement, % at 2 µM; in the data active means enhancement above about 30%; further: 0% is about no effect
#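 TRHR-expressing cells loaded with fluo-8 calcium dye were read kinetically (ex 480/em 530) during compound addition, then stimulated with an EC20 of TRH (10 nM final). Enhancement of the Gq-mediated intracellular calcium response was scored.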
# D1 potentiator: enhances dopamine response at the human D1 receptor. P21728. HEK293 TREx D1 cells, calcium flux, dopamine EC20 potentiation. AID 504651. actives 0.036% (n = 360,000). potentiation, % at 10 µM; in the data active means potentiation above about 30%; further: 0% is about no effect
# Target sequence (P21728 whole entry, looked up): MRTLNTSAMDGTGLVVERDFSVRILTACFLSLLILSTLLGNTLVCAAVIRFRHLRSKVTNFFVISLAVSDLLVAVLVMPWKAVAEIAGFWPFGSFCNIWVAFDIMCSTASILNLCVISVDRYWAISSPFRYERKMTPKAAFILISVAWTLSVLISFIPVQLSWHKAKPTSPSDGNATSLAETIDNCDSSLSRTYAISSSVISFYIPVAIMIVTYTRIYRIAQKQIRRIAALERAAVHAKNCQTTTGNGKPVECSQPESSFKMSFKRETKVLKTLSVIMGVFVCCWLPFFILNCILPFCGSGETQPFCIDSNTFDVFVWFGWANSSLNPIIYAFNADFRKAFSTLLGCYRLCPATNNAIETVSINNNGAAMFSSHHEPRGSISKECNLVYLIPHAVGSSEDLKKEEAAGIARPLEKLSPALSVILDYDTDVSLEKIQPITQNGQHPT
# D1 agonist: activates the human D1 dopamine receptor; P21728; HEK293 T-REx D1 cells, calcium flux, agonist mode; activation, % at 2 µM; actives 1% (n = 360,000); in the data active means activation above about 30%; further: 0% is about no effect
#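 Tetracycline-induced HEK293 TREx D1 cells, force-coupled to calcium signalling, were dye-loaded with a no-wash calcium kit. Compound was pin-added after a 10 s baseline. Fluorescence was read kinetically at 1 cycle/s for 180 s, with calcium rises flagged as agonism.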
# RXFP1 agonist: RXFP1 (human) receptor agonism; Q9HBX9; HEK293T-RXFP1 cAMP TR-FRET, 30 min; response scale: percent of porcine relaxin response, buffer zero; Potency, µM (series often up to 57.5 µM), inactives show at the top dose activation, hits mostly activators; actives 0.3% (n = 370,000); AID 2676; active means well fitted activation curve with a large enough effect; further: potency means the concentration at half of the fitted maximal effect; on the % scale 0 is the no-effect control and ±100 the full control effect; nearly all actives have a fitted effect of over 60% in size; many of its hits are not listed in these tables
#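 HEK293T cells stably expressing RXFP1 were pretreated with the PDE4 inhibitor Ro 20174, exposed to compounds for 30 min at 37C, lysed, and cAMP was read by TR-FRET. Data normalized to buffer (basal) and 29 nM porcine relaxin (100%).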
# D1 antagonist: antagonists of human D1 dopamine receptor | P21728 | HEK293 TREx D1 cells, calcium flux, dopamine EC80; hits give low values | activity change, negative = inhibition, % at 10 µM | actives 3.2% (n = 360,000) | AID 504652; in the data active means activity change below about -30%; further: on the % scale 0 is the no-effect control and ±100 the full control effect
#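 Allosteric or orthosteric antagonism assessed as attenuation of the calcium response to EC80 dopamine, added 180 s after compound, in induced HEK293 Trex D1 cells loaded with no-wash calcium dye.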
# D2 antagonist: antagonists of human D2 dopamine receptor; P14416; HEK293 TREx D2 cells, calcium flux, dopamine EC80; inhibition, % at 10 µM; actives 2% (n = 340,000); AID 485344; in the data active means inhibition above about 30%; further: 0% is about no effect
# Target sequence (P14416 whole entry, looked up): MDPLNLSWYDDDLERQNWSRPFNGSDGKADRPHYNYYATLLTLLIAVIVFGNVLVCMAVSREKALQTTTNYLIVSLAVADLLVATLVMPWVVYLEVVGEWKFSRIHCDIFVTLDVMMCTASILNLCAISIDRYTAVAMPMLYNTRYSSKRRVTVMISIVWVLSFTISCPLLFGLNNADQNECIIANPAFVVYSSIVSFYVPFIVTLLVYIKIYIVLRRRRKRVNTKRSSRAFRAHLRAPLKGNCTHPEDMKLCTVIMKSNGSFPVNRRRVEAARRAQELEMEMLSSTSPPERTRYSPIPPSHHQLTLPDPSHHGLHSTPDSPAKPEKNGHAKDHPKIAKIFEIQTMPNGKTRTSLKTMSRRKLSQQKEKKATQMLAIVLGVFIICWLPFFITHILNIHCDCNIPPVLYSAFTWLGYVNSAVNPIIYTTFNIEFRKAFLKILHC
#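 Measurement of antagonist activity uses fluorescent calcium dye in inducible HEK293 T-REx D2 cells: 10 s baseline, compound addition with 180 s read, EC80 dopamine addition with a further 180 s read.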
# D2 PAM: positively modulates the human D2 dopamine receptor allosterically | P14416 | HEK293 T-REx D2, calcium flux, EC20 dopamine potentiation | potentiation, % at 10 µM | actives 0.34% (n = 340,000) | AID 485347;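 active means potentiation over 3 SD above the plate norm, cut at about 30% in these data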; further: 0% is about no effect
#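 Using a no-wash calcium dye in inducible, force-coupled HEK293 Trex cells expressing D2, we tracked fluorescence each second for 180 s after compound, then for 180 s after EC20 dopamine to detect augmented signalling.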
# D2 agonist: D2 dopamine receptor (human) agonism. P14416. HEK293 T-REx D2 cells, calcium flux agonist mode. activation, % at 2 µM. actives 0.53% (n = 340,000);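 active means activation over 3 SD above normal in the single-dose calcium agonist read, cut at about 30% in these data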; further: 0% is about no effect
#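 HEK293 Trex D2 cells, tetracycline-induced, o/n 30 C 5% CO2; no-wash Ca dye, RT 30–90 min; 10-cycle baseline, 23 nl cpd added, kinetic Ca read 180 s; agonist hits = positive Ca response.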
# RXFP1 antag: antagonists of human relaxin receptor RXFP1. Q9HBX9. HEK293-RXFP1, relaxin-stimulated cAMP HTRF, 30 min; hits give low values. activity change, negative = inhibition, % at 57.5 µM. actives 0.59% (n = 350,000). AID 1259400;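 active means activity change of -60% or lower, but not beyond a set lower limit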; further: on the % scale 0 is the no-effect control and ±100 the full control effect
# Starred values were filed as active, the others as inactive; x = no result given; & = joins results of further samples. The list is partial (hit frequency here may not be typical).
SMILES,TRHR PAM,D1 potentiator,D1 agonist,RXFP1 agonist,D1 antagonist,D2 antagonist,D2 PAM,D2 agonist,RXFP1 antag
Cc1ccc(/C=C2/Sc3ccccc3N(CC(=O)NCCCOC(C)C)C2=O)cc1,-2,-10,5,3.4%,-14,-4,-7,-0.9,x
CCc1ccc(N(CC(=O)NC(C)(C)C)C(=O)CNC(=O)c2cccs2)cc1,12,x,5,3.4%,-15,-5,-10,0.6,-15
CCOCC(=O)Nc1nc(C)cc(C)n1,2,1,2,3.7%,22,x,x,x,11
CCOC(=O)C1C(=O)C=C(C)C(C(=O)OCC)C1c1cccc([N+](=O)[O-])c1 (configuration not stated),8,-3,1,0.4%,-7,3,2,0.5,8
Cc1ccsc1C(=O)OCC(=O)Nc1cccc(F)c1,-5,-5,2,-0.1%,-28,-11,-9,0.5,-5
CCCCN(CC)CCNC(=O)c1ccc2c(Cl)c3c(nc2c1)CCC3,0,-5,26,4.0%,11,-22,6,-0.5,-15
Cc1c(Cl)cccc1N1C(=O)CC(N(O)c2ccccc2)C1=O (configuration not stated),2,-3,1,-1.5%,5,0,7,1.5,-2
Cn1cc(S(=O)(=O)CC(=O)N2CCCc3ccccc32)c2ccccc21,0,x,0,0.0%,-84*,-8,-1,-0.4,5
O=c1cc(CO)[nH]cc1OCc1ccccc1,-7,-7,2,0.6%,-2,1,-8,-0.5,-19
COc1ccc(CCNC(=O)c2cn(C)c3ccc(S(=O)(=O)N(C)C)cc3c2=O)cc1OC,-7,3,0,-0.6%,3,x,7,0.1,x
COC(=O)c1cc(S(=O)(=O)N2CCC(c3ccccc3)C2)c[nH]1 (configuration not stated),5,-4,14,-0.3%,-17,13,-25,0.3,-4
C=CC(COCc1ccccc1)N(Cc1ccccc1)S(=O)(=O)c1ccccc1Br (configuration not stated),-3,-9,12,1.9%,-7,10,2,2.1,x
CCn1c(NC2CCCCC2)nc2ccccc21,2,-7,0,0.2%,-34*,x,-26,x,4
O=C(/C=C\c1ccco1)c1ccc(NC(=O)c2ccco2)cc1,-6,-8,3,-0.2%,3,7,-6,-0.7,-40
CSc1ccc(S(=O)(=O)NCc2ccccc2)cc1,-6,-2,4,2.1%,x,6,-8,-0.2,-5
CC(C)c1nc2oc3c(N4CCN(C)CC4)ncnc3c2c2c1CCC2,3,0,0,0.2%,-4,16,8,-1.9,-19
O=[N+]([O-])c1ccc(Cl)c(/C=N/N2CCN(c3ccccc3)CC2)c1,-1,-1,2,0.6%,-8,-4,16,-0.8,3
O=C(c1ccncc1)N(Cc1cc2ccccc2[nH]c1=O)C1CCCCC1,3,-5,1,0.8%,3,9,9,-0.2,-7
CCc1ccccc1NC(=O)Cn1c(=O)n(-c2ccccc2)c(=O)c2oc3ccccc3c21,3,0,4,14%,-2,x,3,0.5,3
O=C(CN1C(=O)c2ccccc2S1(=O)=O)Nc1ccccc1C(=O)NCc1ccco1,-7,-7,1,0.1%,-12,-1,0,0.0,-7

# The last 3 records of the part above lead into the next.
SMILES,TRHR PAM,D1 potentiator,D1 agonist,RXFP1 agonist,D1 antagonist,D2 antagonist,D2 PAM,D2 agonist,RXFP1 antag
O=C(c1ccncc1)N(Cc1cc2ccccc2[nH]c1=O)C1CCCCC1,3,-5,1,0.8%,3,9,9,-0.2,-7
CCc1ccccc1NC(=O)Cn1c(=O)n(-c2ccccc2)c(=O)c2oc3ccccc3c21,3,0,4,14%,-2,x,3,0.5,3
O=C(CN1C(=O)c2ccccc2S1(=O)=O)Nc1ccccc1C(=O)NCc1ccco1,-7,-7,1,0.1%,-12,-1,0,0.0,-7
CCO[C@H]1OC(C(=O)NCc2ccccc2)=C[C@@H](c2ccccc2)[C@@H]1CCCO,-7,0,10,0.2%,-4,16,-6,0.2,x
Cc1cc(/C=N/NC(=O)CC#N)c(C)n1-c1ccc([N+](=O)[O-])cc1,-2,-17,0,0.2%,-37*,-3,2,-1.4,-4
CCn1c(=O)n(CC)c2cc(S(N)(=O)=O)ccc21,-1,1,3,-0.3%,2,-2,22,0.6,x
CCOC(=O)C1(Cc2cccc(Cl)c2)CCCN(C(=O)C(C)(C)C)C1 (configuration not stated),-9,-2,0,-0.5%,-4,-3,-2,0.0,0
CC(C)(C)C(=O)Nc1ccc(-c2cnco2)cc1,4,-1,1,4.1%,26,-3,-2,-0.1,3
Cc1ccc(S(=O)(=O)CCC(=O)OCC(=O)c2cc(C)ccc2C)cc1,-13,5,0,2.1%,8,9,6,0.1,-3
CCc1c(C)sc2c1CCN(Cc1ccc(F)cc1)C2c1ccccc1 (configuration not stated),-5,-1,2,1.9%,-11,x,3,-0.7,1
CC1Nc2ncnc(N3CCc4ccccc4C3)c2N(Cc2ccc(Cl)cc2)C1=O (configuration not stated),6,-2,3,-0.8%,-10,11,7,1.7,x
COc1ccc(NC(=S)NC2CCCC2)c(OC)c1,2,-12,1,-1.0%,-5,29,2,-1.6,-14
C=CCn1cc(C(=O)NCCCOCC)c(=O)c2cc(S(=O)(=O)N(CC)CC)ccc21,1,0,-1,0.6%,-8,-10,2,-1.1,-2
O=C(Cn1nc(C(=O)O)c2ccccc2c1=O)Nc1nc(-c2ccccc2)cs1,-9,-2,3,1.4%,-11,-3,-3,1.9,-1
O=C(O)c1ccc(CSc2nnc(-c3ccc(Cl)cc3)o2)cc1,-2,-6,-1,-1.7%,17,6,-2,-0.4,-11
NC(=O)OCC(O)COc1ccc(Cl)cc1 (configuration not stated),0,-7,-2,0.4%,-8,-12,11,-0.1,x
Cc1ccc(C)c(NC(=O)CCCn2c(C)c3cnn(-c4ccccc4)c(=O)c3c2C)c1,-2,-3,-2,-0.4%,-11,x,x,0.6,x
CC(=O)COC(=O)C1CCN(S(=O)(=O)c2cc([N+](=O)[O-])ccc2Cl)CC1,-2,-4,4,2.0%,-19,-9,-3,0.3,9
COc1ccc(CC(=O)OCC(=O)Nc2ccc(OC(F)F)cc2)cc1OC,6,x,8,-1.7%,6,17,2,0.5,2
COc1ccc(OC)c(C(C)NC(=O)c2ccc(Br)cc2)c1 (configuration not stated),-2,-4,3,5.3%,-9,-3,13,-0.4,x
COc1ccccc1NC(=O)COC(=O)CC(C)(C)CC1=NS(=O)(=O)c2ccccc2N1,3&3,8&0,4&3,-1.3%&2.2%,-3&-13,18,-7&4,-0.4&-0.2,-83*
CCOC(=O)C1CCCCN1C(=O)c1oc2c(Cl)cc(C)cc2c1C (configuration not stated),-2,12,1,7.8%,3,0,-4,0.1,-26
Cc1cc(=O)[nH]c(N/N=C/c2c(C)oc3ccccc23)n1,-16,2,-5,0.8%,11,-34,-4,-0.5,-3

# Structural class: the entries above with an aryl thioether with sulfur outside any ring
SMILES,TRHR PAM,D1 potentiator,D1 agonist,RXFP1 agonist,D1 antagonist,D2 antagonist,D2 PAM,D2 agonist,RXFP1 antag
CSc1ccc(S(=O)(=O)NCc2ccccc2)cc1,-6,-2,4,2.1%,x,6,-8,-0.2,-5
O=C(O)c1ccc(CSc2nnc(-c3ccc(Cl)cc3)o2)cc1,-2,-6,-1,-1.7%,17,6,-2,-0.4,-11

# Going on with the list:
SMILES,TRHR PAM,D1 potentiator,D1 agonist,RXFP1 agonist,D1 antagonist,D2 antagonist,D2 PAM,D2 agonist,RXFP1 antag
Cc1nc2ccccc2cc1C(=O)N/N=C/c1ccccc1[N+](=O)[O-],0,-3,5,0.8%,-6,-11,9,-0.5,4
C/C(=N\NC(=O)c1nn(C)cc1Br)c1cccc(NC(=O)C2CCCC2)c1,1,1,1,-0.3%,2,-19,4,-1.2,-2
COc1ccc(C=C(C#N)C#N)c(CSc2ccccn2)c1,-5,-2,10,0.7%,3,1,-6,1.0,14
O=C(/C=C/c1ccc(Br)o1)NC(c1ccccc1)c1ccccc1,2,-6,4,-1.5%,-6,x,x,x,x
COc1ccc(/C=C/C(=O)Nc2ccc3nc4c(c(Nc5ccc(OC)c(OC)c5)c3c2)CCCC4)cc1,6,2,0,-2.6%,-6,x,23,-0.3,-7
Cc1cc(N2CCN(C)CC2)n2cc(-c3ccc(F)cc3)nc2n1,-3,-2,2,9.1%,4,-6,1,-1.5,8
O=C(NNc1ccccc1Br)C(=O)n1ccc2ccccc21,-3,-7,2,2.4%,-5,-4,1,0.3,17
COc1ccc(C)cc1S(=O)(=O)N1CCCCC1,-6,-5,-3,2.0%,-8,6,4,1.4,3
Cc1ccc(-c2c(CN3CCN(c4cccc(C(F)(F)F)c4)CC3)csc2C)cc1,1,1,1,0.4%,1,x,-2,0.3,6
COc1ccc(C(=O)NC2CCN(C(=S)NCc3ccco3)CC2)cc1,18,0,3,-0.2%,-7,16,2,0.5,-1
O=C(Cc1ccc(Cl)cc1Cl)Nc1ccncc1Cl,-7,-11,22,-0.6%,0,-34,-8,0.7,-3
CCN(CC)S(=O)(=O)c1ccc2c(c1)nc(SCC(=O)NC1CC1)n2-c1ccccc1OC,3,8,0,-0.1%,15,51*,x,1.0,-14
COCCCNC(=O)c1ccc(Cn2c(=O)c3ccccc3n(Cc3ccc(Cl)cc3)c2=O)cc1,5,-1,-1,2.6%,5,x,-2,x,x
CSc1sc(C(=O)NN)c2c1C1(CCC2)SCCS1,2,-4,0,3.6%,-2,5,6,1.4,-2
COc1ccc(N2C(=O)CC(N3CCN(c4ccc(S(=O)(=O)N5CCCC5)cc4)CC3)C2=O)cc1 (configuration not stated),-5,-1,4,0.2%,-14,5,-1,0.0,-11
O=C(Nc1ccncc1)c1cccs1,2,1,5,0.4%,-20,7,-3,0.2,-8
Nc1ncc(S(=O)(=O)NCc2ccccc2F)cn1,6,0,0,1.8%,-26,x,15,0.4,-5
Cc1ccc(C)c(C(=O)OCC(=O)Nc2cccc(S(=O)(=O)NC3=NCCCCC3)c2)c1,-3,-4,1,0.2%,-3,0,1,-0.9,-8
O=C(O)CCn1nnc2ccccc21,-1,3,1,-0.7%,0,5,7,-1.0,9
C=CCOc1ccc(C2/C(=C(/O)c3ccc(OC)cc3)C(=O)C(=O)N2CCN2CCNCC2)cc1 (configuration not stated),1,8,3,15%,9,-9,-3,0.1,-3
Cc1ccc(Cn2c(CNS(=O)(=O)c3ccc(F)c(Cl)c3)nc3cccnc32)cc1,4,5,1,1.4%,26,x,-7,0.4,-14
Cc1ccc(-c2nnc(CSc3nnc(COc4ccccc4)n3-c3ccccc3)o2)cc1,10,1,11,1.8%,18,0,2,-0.2,1
COC(=O)[C@H](CC(C)C)NC(=O)c1cc2c(cn1)[nH]c1ccccc12,8,-6,0,0.4%,-19,15,-7,0.5,-7
COc1ccc(Br)cc1CN(C)C(=O)c1ccccc1OCc1c(C)noc1C,-9,-4,3,1.7%,28,-4,12,-0.1,2
Cc1ccc2[nH]c3c(c2c1)CN(C(=O)CN1CCCc2ccccc21)CC3,0,0,-1,6.0%,5,5,3,0.4,0
O=C(Oc1ccccc1)c1ccc2nccnc2c1,-5,-7,2,0.7%,-12,14,-13,-0.5,8
